# Screening data from PubChem BioAssay.
# L major viab – Leishmania major promastigote growth inhibition | Leishmania major promastigotes, resazurin fluorescence viability | inhibition, % at 10 µM | hit rate 9% among 200,000 | AID 1063; in the data active = inhibition above about 50%;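 note: promastigotes grown with compound for 44 hours at 28 °C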
# PMI act satM6P – PMI (human) activation, high substrate; P34949; coupled PMI enzyme assay, resazurin fluorescence, 20 min; active compounds read high; 1 = untreated enzyme, 0 = substrate-free blank; activation factor at 20 µM; hit rate 0.34% among 190,000;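 active = activation factor of 2 or more at 20 µM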
# Target sequence (P34949 whole entry, looked up): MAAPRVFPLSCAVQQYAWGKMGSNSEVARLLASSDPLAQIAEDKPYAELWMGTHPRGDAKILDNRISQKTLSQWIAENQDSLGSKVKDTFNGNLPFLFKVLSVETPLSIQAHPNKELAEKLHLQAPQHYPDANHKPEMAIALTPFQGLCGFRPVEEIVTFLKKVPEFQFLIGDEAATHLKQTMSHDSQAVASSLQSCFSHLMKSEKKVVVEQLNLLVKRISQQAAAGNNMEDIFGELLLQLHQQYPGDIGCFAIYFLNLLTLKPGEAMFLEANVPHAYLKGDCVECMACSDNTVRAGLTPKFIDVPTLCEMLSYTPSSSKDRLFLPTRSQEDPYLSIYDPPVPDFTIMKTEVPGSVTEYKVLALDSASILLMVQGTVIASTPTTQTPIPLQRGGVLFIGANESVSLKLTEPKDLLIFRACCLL
#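 Material: human phosphomannose isomerase with PGI, G6PDH, diaphorase coupling enzymes; amount: PMI at 15 ng/mL final; also added: Mannose-6-phosphate 1.0 mM (near-saturating) plus 0.22 mM NADP+; incubation: enzyme reaction with compound 20 min at room temperature; signal: resorufin fluorescence (Ex 544/Em 590 nm) from resazurin via diaphorase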
# RAM network inh – blocks the yeast RAM network | S. cerevisiae dse1pr::URA3 reporter, 5-FOA growth OD615, 2 d; analog-sensitive cbk1-as2 kinase mutant strain | inhibition, % at 50 µM | hit rate 1.8% among 190,000 | AID 868;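 active = inhibition above a set limit, 3 SD over mean compound inhibition, cut at about 8.4% in these data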;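 note: 0% = DMSO-only wells with no growth and 100% = 10 µM 1-NA-PP1 full growth; inhibition rescues growth on 5-FOA so higher OD means more RAM inhibition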
# Hsp70 activator – switches on Hsp70 transcription; AID 1203; HeLa Hsp70 promoter luciferase reporter, luminescence; scaled: vehicle 0, proteasome-inhibitor control 100%; hit rate 0.04% among 200,000; activation, % at 10 µM;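 active = activation above the mean across all tested compounds plus 3 SD, cutoff set per campaign, cut at about 5.5% in these data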;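 note: 100% = MG132 at 30 µM as the positive control and 0% = DMSO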
# HMGR II inh – E. faecalis class II HMG-CoA reductase inhibition | purified E. faecalis HMGR, NADPH absorbance 340 nm kinetic | inhibition, % at 10 µM | hit rate 0.41% among 190,000 | AID 1066;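 active = inhibition above a set limit, the median over all tested compounds plus 3 SD, cut at about 9.5% in these data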;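 note: enzyme runs in reverse so mevalonate oxidation gives rising NADPH absorbance; 0% = complete reaction with DMSO and 100% = background rate lacking mevalonate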
# TNAP inh hiacc – inhibitors of human TNAP at high phosphate acceptor concentration. purified TNAP, CDP-star luminescence, 1 M DEA. P05186. inhibition, % at 20 µM. hit rate 0.03% among 200,000;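 active = over 50% inhibition of tissue-nonspecific alkaline phosphatase at 20 µM in the single-dose screen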;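 note: plate controls were DMSO wells for no effect and EDTA-quenched wells as full inhibition for full effect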
# Redox H2O2 prof – compounds producing H2O2 with reducing agent – biochemical, NIH compound library profiling, artefact control for MLSCN library redox annotation, primary screen; DTT-dependent redox cycling H2O2, phenol red/HRP absorbance; 100% = 100 µM peroxide control, 0% = buffer; AID 878; hit rate 0.03% among 200,000; activation, % at 10 µM;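 active = activation of at least 50% relative to the plate's high and low controls in the primary single-dose screen; inactive = activation below 50%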;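 note: compound incubated with DTT at 0.8 mM final as the reducing agent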
# S1P3 antagonist – S1P3 (human) receptor antagonism; Q99500; AID 485; hit rate 0.27% among 170,000; inhibition, % at 4.98 µM; CHO S1P3 NFAT-BLA reporter, FRET fluorescence, antagonist mode;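 active = inhibition above the plate cutoff, the mean inhibition of test wells on that plate plus 3 SD, cut at about 28% in these data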;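 note: cells challenged with S1P at its EC80 of 0.8 µM; blue over green emission ratio from cleaved BLA substrate after 4 h stimulation; 0% = S1P-stimulated wells and 100% = unstimulated DMSO-only wells; some compounds past the cut are filed as inactive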
# Target sequence (Q99500 whole entry, looked up): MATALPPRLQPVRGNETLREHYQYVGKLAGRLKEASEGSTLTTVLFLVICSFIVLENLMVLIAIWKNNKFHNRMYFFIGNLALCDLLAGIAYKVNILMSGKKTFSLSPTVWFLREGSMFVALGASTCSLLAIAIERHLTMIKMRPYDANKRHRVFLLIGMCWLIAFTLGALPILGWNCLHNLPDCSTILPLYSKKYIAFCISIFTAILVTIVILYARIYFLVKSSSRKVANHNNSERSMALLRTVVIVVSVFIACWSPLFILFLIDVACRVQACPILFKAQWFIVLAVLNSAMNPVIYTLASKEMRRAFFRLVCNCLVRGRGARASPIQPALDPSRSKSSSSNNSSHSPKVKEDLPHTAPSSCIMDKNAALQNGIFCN
# PMI act – phosphomannose isomerase (human) activation; P34949; purified human PMI, coupled resazurin fluorescence, 20 min; active compounds read high; 1 = vehicle control, 0 substrate-free wells; activation factor at 20 µM; hit rate 0.005% among 190,000;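 active = activation factor of 2 or more at 20 µM, relative to plate controls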
# TNAP inh no acc – inhibitors of human TNAP without phosphate acceptor; P05186; purified TNAP, CDP-star luminescence, 30 min; inhibition, % at 20 µM; hit rate 0.26% among 200,000;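 active = tissue-nonspecific alkaline phosphatase inhibition above about 50% at 20 µM in the single-dose screen, limit read from the data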;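 note: 0% = DMSO negative control and 100% = EDTA positive control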
# The depositor's hits bear a star; nt = no result given.
SMILES,L major viab,PMI act satM6P,RAM network inh,Hsp70 activator,HMGR II inh,TNAP inh hiacc,Redox H2O2 prof,S1P3 antagonist,PMI act,TNAP inh no acc
COc1ccc(OCC(O)CN(C2CCCCC2)C2CCCCC2)cc1 (centres undefined),9,1,2.3,-0.4,-2,-7,-3.8,nt,1,-7
CN(c1cccc(NC(=O)Nc2cccc(Cl)c2)c1)S(C)(=O)=O,7,1,1.1,0.1,1,-1,0.9,25,0.9,-6
O=C(Nc1ccc(Cl)cc1C(F)(F)F)c1ccccc1Cl,-7,0.9,1.1,-0.5,-7,2,0.1,-14,0.9,-9
CC(=O)Nc1ccc(C(=O)OCc2ccccc2Br)cc1,8,0.9,8.8*,-0.1,-7,-1,-1.2,-26,1,2
Cc1cccc(NCc2nnc(-c3ccccc3)o2)c1C,-3,1.1,1.8,-0.3,-2,-5,0.0,-13,1,-15
CC(C)(C)c1ccc(C(=O)NC(=S)Nn2cnnc2)cc1,-4,1,0.5,-0.1,-7,3,0.8,-5,1,3
O=C(COC(=O)/C=C/c1cccc(Cl)c1)NCCc1ccccc1,53*,1,5.4,1.6,-2,3,-0.5,11,1,-10
Cc1nc(N2CCC(C)CC2)c2c(C)c(C(=O)Nc3ccc(C(F)(F)F)cc3)sc2n1,16,0.8,3.5,0.5,-1,0,-1.2,-15,0.8,-1
CCOC(=O)C1=C(C)OC(N)=C(C#N)C1c1cncc(-c2ccc(F)cc2)c1 (centres undefined),1,0.7,1.6,-0.1,-5,-4,0.4,-4,1.1,0
CCOC(=O)c1c(C)oc2ccc(O)c(CN3CCCCC3)c12,88*,0.9,-0.3,-0.2,4,-5,2.9,0,0.9,-10
Cc1ccc(N(C(=O)c2ccc(S(=O)(=O)N3CCOCC3)cc2)C2C=CS(=O)(=O)C2)cc1C (centres undefined),-5,1.1,0.8,0.0,-10,1,-0.5,1,1,-9
C=CCOc1ccc(Br)cc1CNCC,-3,1,1.7,0.1,-1,-5,6.8,-3,0.9,-19
COc1ccc(NC(=O)c2ccccc2NC(=O)c2ccco2)c(OC)c1,13,1,6.2,0.1,-6,-6,0.0,-8,0.9,-11
Cc1cccc(N=C2Sc3nc4c(C)c(C)ccc4cc3CN2CCN2CCOCC2)c1,35,0.9,0.6,-0.5,1,6,-3.4,nt,0.9,1
O=C(O)c1c[nH]c2ccc(S(=O)(=O)N3CCOCC3)cc12,-2,0.9,4.3,0.0,-1,-4,-1.3,nt,0.9,-13
COCC(=O)Nc1cc(OC)c(Cl)cc1OC,-1,0.9,3.2,-0.2,-7,-1,2.9,-14,0.9,-10
Cc1cc(SCCOc2ccccc2)nc(N)n1,9,1.1,-0.7,0.4,-3,0,2.0,nt,0.9,-7
COc1cc2c(cc1NCc1ccccn1)oc1ccccc12,73*,0.4,1.5,-0.5,-3,-2,2.9,-6,0.7,-10
CCC(C)Nc1nc(CN2CCOCC2)nc2sc3c(c12)CCC3 (centres undefined),9,1.1,1.5,0.1,-3,-6,0.1,nt,1.1,-16
N#Cc1c(SCc2ccc(Cl)cc2)sc(C(=O)c2ccccc2)c1N,12,0.7,0.7,0.0,-2,0,3.6,nt,0.9,-8
CC(C)(C)c1cc(C(F)(F)F)c(C#N)c(=O)[nH]1,-7,1,-0.7,-0.4,-5,2,0.2,nt,1,-6
Cc1ccc(C)c(N2CCN(C(=O)c3cn(C)c4ccc(S(=O)(=O)N(C)C)cc4c3=O)CC2)c1,1,1.1,-0.6,-0.1,-4,-6,-3.5,nt,1.1,3
COc1ccccc1Nc1cc(N2CCOCC2)c2nonc2c1[N+](=O)[O-],0,0.5,6.0,0.0,-4,4,1.1,-10,0.8,10
CCCS(=O)(=O)c1c(S(=O)(=O)CCC)c2c3ccccc3ccn2c1C(=O)OC,82*,0.9,1.1,0.0,3,1,1.5,nt,0.8,-8
Cc1ccc2c(C(=O)CN3CCN(C4CCCCC4)CC3)c(C)[nH]c2c1,-2,1.1,1.3,-0.5,-2,-10,3.7,-4,1.1,-2
# Next part
SMILES,L major viab,PMI act satM6P,RAM network inh,Hsp70 activator,HMGR II inh,TNAP inh hiacc,Redox H2O2 prof,S1P3 antagonist,PMI act,TNAP inh no acc
O=C(N/N=C/c1cccs1)c1cc(-c2ccc3ccccc3c2)n[nH]1,0,0.9,nt,0.9,0,3,1.6,nt,0.9,35
CCO[C@H]1OC(C(N)=O)=C[C@@H](C)[C@@H]1CCCO,-2,1,0.1,-0.1,1,-4,-0.7,-7,1,-4
O=C(NCCC1=CCCCC1)Nc1ccc2nsnc2c1,15,nt,4.8,0.4,0,-2,-0.5,0,nt,-8
Cn1c(=O)c2cn(-c3ccccc3)cc2n(C)c1=O,1,1.2,1.0,-0.2,-3,-3,0.6,nt,1.1,-7
CCCNC(=O)CN(Cc1ccccc1F)S(=O)(=O)c1ccc(C)cc1,100*,1,0.5,0.0,-3,-6,0.2,nt,1,-13
Cc1ccnn1CC(=O)N/N=C/c1cccs1,34,1,0.9,-0.3,-5,-2,0.4,0,1.1,-13
O=C(CCc1nc2ccccc2[nH]1)Nc1ccccc1F,-5,1,2.3,-0.2,-6,-3,0.2,-3,1,-4
CNc1nc(N)c(C(=O)C23CC4CC(CC(C4)C2)C3)s1,100*,0.9,1.1,-0.1,-7,1,-1.2,-24,0.9,2
CN1CCN(c2ncnc3c2cnn3-c2ccc(Cl)cc2)CC1,88*,1,-0.4,-0.3,0,-7,-0.5,-35,1.1,-16
COc1cc2[nH]c3c(Cl)ncnc3c2cc1OC,7,1,0.4,-0.3,-5,-3,-0.6,18,0.9,-10
COc1ccc(N(C)C(=O)c2onc3c2CCCC3)cc1,-6,1.1,1.3,-0.3,-4,0,-0.1,4,1.1,1
O=C(C1CCN(Cc2ccccc2)CC1)N1CCN(C/C=C/c2ccccc2)CC1,29,1.1,3.7,-0.3,-1,-5,-0.3,6,1.1,-4
C=CC[N+]1(CC=C)CCOCC1,-6,1,0.5,-0.3,-3,-2,-0.6,-9,0.9,-3
CN(Cc1cn(-c2ccccc2)nc1-c1ccc(F)cc1)C(=O)CCC(=O)O,-1,1.1,0.3,-0.7,-3,-6,-0.2,1,1.1,-10
O=C(O)c1cccc2c1C(=O)N(C1CCCCC1)C2,-8,1,5.4,0.3,-6,-6,-1.1,-12,1.1,-15
CSc1ccccc1NC(=O)NCCCl,-4,1.2,1.6,-0.3,-2,-4,0.1,-8,1.3,-15
COc1cc2[nH]c(=S)nc(NCc3ccccn3)c2cc1OC,32,1,1.4,-0.2,-3,-5,-0.5,1,1.1,-13
COC(=O)c1ccc(NC(CC(C)C)C(=O)OC)c([N+](=O)[O-])c1 (centres undefined),52*,1.1,1.0,-0.1,-2,6,0.2,6,1,4
O=C(O)c1cccc(NS(=O)(=O)c2ccc(-c3ccc(S(=O)(=O)Nc4cccc(C(=O)O)c4)cc3)cc2)c1,-14,0.5,6.9,0.5,0,-2,-1.4,-11,0.9,-7
COc1ccccc1/C=N/NC(=O)c1nnn(-c2nonc2N)c1CSC1=NCCS1,25,0.8,1.5,-0.4,-10,-2,0.8,-8,0.7,-17
Cc1cc(C)n(CCc2nc3c4ccccc4n(CC#N)c(=O)n3n2)n1,2,1.1,1.4,-0.2,0,-4,0.3,nt,1.1,-14
CC(=Nc1cccc(O)c1)c1sc2ccccc2c1O,1,0.8,0.3,0.2,0,6,0.2,nt,0.9,6
O=C(CCCOc1ccc(Cl)cc1)NCC1CCCO1 (centres undefined),-4,1.1,-0.4,0.3,0,-4,2.8,nt,1,-10
CS(=O)(=O)Nc1ccc(S(=O)(=O)NC2CCCCC2)cc1,-1,1,2.4,0.0,-4,1,-1.7,-7,1.1,1
CCOc1ccc(OCC)c(NC(=O)Nc2ccc3c(c2)N(C)C(=O)CS3)c1,67*,0.8,3.4,-0.2,-4,-3,-0.7,nt,0.8,-31
# Other entries
SMILES,L major viab,PMI act satM6P,RAM network inh,Hsp70 activator,HMGR II inh,TNAP inh hiacc,Redox H2O2 prof,S1P3 antagonist,PMI act,TNAP inh no acc
CCn1cc(CNC(=O)/C=C/c2cnn(C)c2)c(C)n1,-4,1,2.7,-0.4,1,1,0.1,-29,1,-3
CCOC(=O)CC1(C)OCC(C[N+]2(C)CCCCC2)O1 (centres undefined),0,1.1,1.8,-0.3,-3,0,0.8,8,0.8,-10
CN(Cc1cccnc1)Cc1c(C(=O)N2CCc3ccccc3C2)nc2ccc(Cl)cn12,23,1,-0.7,-0.2,-5,1,0.8,-16,1,-6
CCOC(=O)Cc1csc(NC(=O)CC(C)(C)C)n1,-4,1,-1.5,-0.2,-2,-6,-3.2,nt,1,-13
O=c1c(-c2ccccc2)c(O)c2c(n1-c1ccccc1)CCCC2,-1,0.9,0.6,-0.2,0,-3,-0.3,-10,1,-4
Cc1[nH]c2ccccc2c1C(c1ccncc1)N1CCN(c2ccccc2F)CC1 (centres undefined),51*,0.9,1.7,-0.3,-1,-2,-0.5,8,0.8,-2
COc1ccc(-c2csc3nc(C)nc(N4CCN(C(C)=O)CC4)c23)cc1OC,7,0.9,-0.3,-0.2,5,-6,-0.4,-15,0.8,-11
O=C(CCN1C(=O)c2ccccc2C1=O)NC(=S)Nc1ccccc1,-3,1,2.0,-0.4,0,1,0.1,2,0.8,-17
Cc1ccc(-c2noc(CCC(=O)N3CCCc4ccccc43)n2)cc1,-4,0.9,1.4,-0.3,-6,-6,0.0,2,1,-6
O=C(NC(=S)Nc1ccc(Br)cn1)c1cccs1,19,1,7.5,0.8,-5,-2,-1.3,-10,1.1,9
OCCN(CC(O)COc1ccccc1)CC(O)Cn1ccc2ccccc21 (centres undefined),-2,1,2.5,-0.2,-1,-1,0.1,-14,0.9,-11
Cc1ccc(N(CC(=O)NCCSCc2ccco2)S(=O)(=O)c2ccc(C)cc2)cc1,11,0.9,3.8,-0.1,2,-10,1.5,nt,0.9,-16
O=C(NC1CC1)C1=C[C@@H](c2ccc(Br)cc2)C[C@@H](OCCCCO)O1,-8,1,1.5,0.3,-1,-3,0.8,-26,1,-6
Cc1cc(C)cc(NC(=O)CSCc2cnn(-c3ccccc3)c2-n2cccc2)c1,13,1,13*,0.2,-5,-14,0.3,nt,0.9,-19
N#Cc1ccc(CSc2nnc(-c3ccccn3)n2-c2ccccc2)cc1,2,0.9,2.4,-0.3,-6,2,2.9,-15,0.8,-5
O=C(Nc1ccc(NC(=O)C2CC2)nc1)c1ccco1,-3,1.1,0.1,-0.1,-3,-5,1.1,-28,1,-13
CCOC(=O)Cc1c(Sc2ccccc2)c2ccccc2n1C,-1,1,3.5,-0.3,0,-4,-0.2,-4,0.9,-12
NC(=O)c1cnccn1,13,1.1,-0.3,-0.3,-2,-2,0.3,-15,1.1,-9
